# High-throughput results as filed in PubChem.
# GAA glycogen mod: alters human alpha-glucosidase cleavage of glycogen; recombinant GAA, glycogen substrate, Amplex Red glucose oxidase fluorescence; Potency, µM (top dose mostly 76.4 µM), for inactives: top-dose activity change, negative = inhibition, most hits filed as inhibitors; 0.38% of 300,000 active; AID 2100;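 note: 0% = full enzyme reaction and -100% = no-enzyme basal signal; the screen sought inhibitors and activators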
#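 Recombinant human enzyme (4 nM); glycogen substrate; 37 C, 40 min, pH 5.0. Readout: coupled glucose oxidase/Amplex Red fluorescence.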
# L3MBTL1 block: blocks human L3MBTL1. AlphaScreen L3MBTL1–H3K9me1 peptide binding. Potency, µM (titrated, usually from 57.1 µM), inactives show at the highest dose activity, negative = inhibition, usual class: inhibitors. 0.66% of 230,000 active; note: nearly all actives have a fitted effect of over 60% in size
# Target sequence (Q9Y468 whole entry, looked up): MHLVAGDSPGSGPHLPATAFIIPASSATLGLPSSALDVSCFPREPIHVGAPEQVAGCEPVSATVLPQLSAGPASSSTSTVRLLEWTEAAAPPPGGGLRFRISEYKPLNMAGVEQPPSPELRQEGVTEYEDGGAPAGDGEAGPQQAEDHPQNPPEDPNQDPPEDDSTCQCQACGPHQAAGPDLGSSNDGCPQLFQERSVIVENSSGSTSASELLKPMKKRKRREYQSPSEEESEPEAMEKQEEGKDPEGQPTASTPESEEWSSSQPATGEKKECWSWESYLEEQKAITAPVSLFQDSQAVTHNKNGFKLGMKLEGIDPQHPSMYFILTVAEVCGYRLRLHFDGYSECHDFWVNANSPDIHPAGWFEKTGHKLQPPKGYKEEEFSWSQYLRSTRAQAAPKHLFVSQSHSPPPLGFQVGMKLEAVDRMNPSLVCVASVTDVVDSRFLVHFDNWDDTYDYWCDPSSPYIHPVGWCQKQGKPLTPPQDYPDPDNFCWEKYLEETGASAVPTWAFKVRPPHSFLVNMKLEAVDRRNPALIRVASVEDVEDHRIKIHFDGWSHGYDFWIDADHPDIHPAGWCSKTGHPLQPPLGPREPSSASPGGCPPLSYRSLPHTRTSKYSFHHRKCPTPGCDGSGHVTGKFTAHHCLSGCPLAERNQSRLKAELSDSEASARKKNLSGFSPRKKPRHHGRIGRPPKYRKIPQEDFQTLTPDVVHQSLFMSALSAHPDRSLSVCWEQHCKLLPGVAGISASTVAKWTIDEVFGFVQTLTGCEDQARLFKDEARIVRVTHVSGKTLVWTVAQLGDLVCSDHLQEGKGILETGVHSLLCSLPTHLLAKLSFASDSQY
#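 AlphaScreen proximity signal between nickel-chelate acceptor and streptavidin donor beads (final 10 ug/mL) reports binding of 50 nM L3MBTL1 to 75 nM biotin-H3 K9me1 peptide; complex incubated with compounds 30 min at room temperature; cefsulodin titration as control.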
# * hit, by the source's call; ? = inconclusive; & = joins results of further samples; [ ] = another dose, or the depositor's remark. Calls come from the whole dose curve; as a rule, active = well fitted curve in the direction sought with a large enough effect; inconclusive = small, poorly fitted or top-dose-only effect, or another doubt; inactive = no such curve, though single readings can be large; an effect the other way counts as inactive or inconclusive. Unless noted, % is set by controls: 0 for no effect and ±100 for the full control effect; potency is the fitted concentration of half-maximal effect.
GAA glycogen mod | L3MBTL1 block | structure
5%[76.3 µM] | -3% | COc1ccc(NC(=O)COc2ccccc2)cc1NC(=O)c1ccco1
-6%[76.3 µM] | 5% | O=C(Nc1ccccc1NC(=O)c1ccccc1F)c1ccccc1F
4%[76.3 µM] | 3% | COC(c1ccccc1)c1nnc(CCC(=O)NCCc2ccc(Cl)cc2)o1 (stereo unspecified)
-10%[76.3 µM] | -5%[2.29 µM] | O=C1N(c2ccccc2)CCN1c1ccccc1
-7%[76.3 µM] | -1% | CC(C)C[C@H](NC(=O)OC(C)(C)C)C(=O)N[C@@H](CO)[C@H](O)[C@@H]1C[C@@H]1C(=O)N1CCCC1
17%[76.3 µM] | -4% | COc1ccc(CN2CCC(C(=O)c3ccc(F)cc3)CC2)cc1
-4%[76.3 µM] | -2%[2.29 µM] | COc1ccc(/C=C/C(=O)NC(=S)Nc2ccc(S(N)(=O)=O)cc2)cc1OC
-29%[76.3 µM] | -20% | CN(C)CCNC(=O)c1csc(Nc2cccc3ccccc23)n1
3%[76.3 µM] | -6% | CC(C)/C=C/CN1CCCC(N2CCN(c3cccc(Cl)c3)CC2)C1 (stereo unspecified)
-9%[76.3 µM] | 10% | COC(=O)C1(C)NC(c2ccccc2C)C2C(=O)N(c3ccc(F)cc3)C(=O)C21 (stereo unspecified)

# Exported with two lines to a compound: seven of the compounds above.
# Sequence of screens – GAA glycogen mod	L3MBTL1 block
- O=C1N(c2ccccc2)CCN1c1ccccc1
  -10%[76.3 µM]	-5%[2.29 µM]
- CN(C)CCNC(=O)c1csc(Nc2cccc3ccccc23)n1
  -29%[76.3 µM]	-20%
- COc1ccc(NC(=O)COc2ccccc2)cc1NC(=O)c1ccco1
  5%[76.3 µM]	-3%
- CC(C)/C=C/CN1CCCC(N2CCN(c3cccc(Cl)c3)CC2)C1 (stereo unspecified)
  3%[76.3 µM]	-6%
- COC(c1ccccc1)c1nnc(CCC(=O)NCCc2ccc(Cl)cc2)o1 (stereo unspecified)
  4%[76.3 µM]	3%
- COC(=O)C1(C)NC(c2ccccc2C)C2C(=O)N(c3ccc(F)cc3)C(=O)C21 (stereo unspecified)
  -9%[76.3 µM]	10%
- COc1ccc(/C=C/C(=O)NC(=S)Nc2ccc(S(N)(=O)=O)cc2)cc1OC
  -4%[76.3 µM]	-2%[2.29 µM]

# Next part:
GAA glycogen mod | L3MBTL1 block | structure
-5%[76.3 µM] | 18%[2.29 µM] | CC(=O)N(c1ccccc1)C1CC(C)N(C(=O)c2ccccc2)c2ccccc21 (stereo unspecified)
6%[76.3 µM] | -9% | Cc1ccc(-c2csc(N3CCN(CCCn4c(C(F)(F)F)nc5ccccc54)CC3)n2)cc1
14%[76.3 µM] | 5% | COc1ccc(N2CCN(C3CCCN(Cc4ccccc4OCCO)C3)CC2)cc1 (stereo unspecified)
17%[76.3 µM] | 9%[2.29 µM] | CCOc1ccc(N=C2SCC(=O)N2CC)cc1
4%[76.3 µM] | 11% | CNC(=O)CN(Cc1ccccc1)S(=O)(=O)c1ccc(Cl)cc1
-3%[76.3 µM] | 0% | CCOc1ccc(NC(=O)CN2CCc3ccccc3C2)cc1
-8%[76.3 µM] | -13% | Cn1c(=O)c2c(nc(Oc3cccc(Br)c3)n2C)n(C)c1=O
-5%[76.3 µM] | 0% | Cc1ccc(NC(=O)NC(=O)c2ccccc2)cc1F
-3%[76.3 µM] | 2% | COc1cccc(C2CC(c3cccs3)=NN2C(=O)CCC(=O)O)c1OC (stereo unspecified)
-12%[76.3 µM] | -13% | COc1ccc(CCNC(=O)CCC(=O)Nc2ccccc2[N+](=O)[O-])cc1OC
-6%[76.3 µM] | -6% | Cc1ccc(C(=O)Nc2nnc(S(=O)(=O)Nc3ccccc3C)s2)cc1C
-21%[76.3 µM] | -11% | COc1ccccc1CN1CCN(C(c2ccccc2)c2ccccc2)CC1
3%[76.3 µM] | -2% | COc1ccc(C(=O)NC2CC3CCCC(C2)N3Cc2ccccc2)cc1 (stereo unspecified)
0%[76.3 µM] | -5% | O=c1[nH]cnc(O)c1C(c1ccc(F)cc1)c1c(O)nc[nH]c1=O
-5%[76.3 µM] | 4% | OCC[C@@H]1C[C@@H](O)[C@H](O)[C@@]2(Cc3ccccc3O2)O1
-7%[76.3 µM] | -5% | N=c1n(CCN2CCCCC2)c2ccccc2n1CC(=O)c1cccc([N+](=O)[O-])c1
-8%[76.3 µM] | 7% | Cc1cc(=O)oc2cc(OC(C)C(=O)NCC3CCC(C(=O)O)CC3)ccc12 (stereo unspecified)
-7%[76.3 µM] | -4% | COc1ccc(Cc2nnc(NC(=O)Nc3ccccc3F)s2)cc1OC
12%[76.3 µM] | -7% | Cc1ccc(C(=O)Nc2cccc(C(F)(F)F)c2)cc1Nc1cncnc1
12%[76.3 µM] | -1% | Cc1cc(NS(C)(=O)=O)c(=O)n(Cc2c(F)cccc2Cl)c1
8%[76.3 µM] | 2% | Cc1ccc(CNc2nc3ccccc3n2C)cc1
14%[76.3 µM] | -1% | Cc1ccc2c(c1)N(C(=O)CCC(=O)N1CCN(c3ccccn3)CC1)CC(C)O2 (stereo unspecified)
-1%[76.3 µM] | 5% | COc1ccc(N2C(=O)CC(Sc3nc(C)cc(C)n3)C2=O)cc1OC (stereo unspecified)
-4%[76.3 µM] | 10% | COc1cccc(OCCn2cc(C(C)=O)c3ccccc32)c1
0%[76.3 µM] | 0% | CSCCC(=O)N(C)CC1CCN(CCc2cccc(C(F)(F)F)c2)CC1
1%[76.3 µM] | 2% | COc1ccc(C)cc1NC(=O)c1c([N+](=O)[O-])cnn1C
5%[76.3 µM] | 7% | CCCCN1C[C@H](Cc2ccccc2)[C@@H](CC(=O)Nc2ccccc2)C1=O
1%[76.3 µM] | ? | C/C(=C\C(=O)c1ccc(Br)cc1)NNC(=O)c1ccc(O)cc1
-10%[76.3 µM] | -6% | COc1ccccc1C(=O)NCc1ccco1
-1%[76.3 µM] | 35µM* | COc1ccc(-c2csc(N(CCCN(C)C)C(=O)c3ccccc3C)n2)cc1
-11%[76.3 µM] | 3% | COc1ccc(C(=O)Nc2cccc(NC(=O)c3ccc(OC)c(OC)c3)n2)cc1OC
2%[76.3 µM] | 8% | COc1ccc(C(=O)NCC(O)CN2CCOCC2)cc1[N+](=O)[O-] (stereo unspecified)
4%[76.3 µM] | -25% | Clc1ccc(C2Nc3cccc4cccc(c34)N2)cc1
-7%[76.3 µM] | 8% | COCCCn1c(=O)c2ccccc2n(Cc2cccc(C)c2)c1=O
-4%[76.3 µM] | -4%[2.29 µM] | CC(C)c1ccc(/C=N/n2c(-c3ccccc3)n[nH]c2=S)cc1
2%[76.3 µM] | 1% | COc1ccc(CCNC(=O)CCS(=O)(=O)c2ccc3nc(C)sc3c2)cc1OC
3%[76.3 µM] | 1% | CS(=O)(=O)N(CC(=O)N1CCCCCC1)c1cccc(Cl)c1Cl
18%[76.3 µM] | -3% | COc1ccc(OC)c(CN2CCSCC2)c1
-2%[76.3 µM] | -6% | CC(C)(C)C(=O)Nc1ccc(C(=O)Nc2cccc(Oc3ccc(C(=O)O)c(C(=O)O)c3)c2)cc1
-4%[76.3 µM] | 9% | COc1ccc(Cl)cc1NC(=O)C1CC(c2c(F)cccc2Cl)=NO1 (stereo unspecified)
-10%[76.3 µM] | -1%[2.29 µM] | Cc1ccc(N=C2C(=O)Nc3ccccc32)cc1C
19%[76.3 µM] | -3% | Cc1ccc(C(=O)N2CCN(Cc3ccc4c(c3)OCO4)CC2)cc1C
2%[76.3 µM] | 5% | Cc1cc(C)nc(NS(=O)(=O)c2ccc(N=NN(C)C)cc2)n1
-6%[76.3 µM] | 0% | CCNS(=O)(=O)c1ccc(CCC(=O)N2CCc3ccccc3C2)cc1
17%[76.3 µM] | -8% | C=CCn1c(SCC(=O)NCCCO)nc2sc3c(c2c1=O)CCC3
4%[76.3 µM] | -2%[2.29 µM] | CN(C(=O)c1cccc(NC(=O)c2ccco2)c1)c1ccccc1
-15%[76.3 µM] | 0% | O=C(NCc1cccc(F)c1)c1ccc2nc(N3CCOCC3)sc2c1
-4%[76.3 µM] | 42%[activator] | Cc1c(C(=O)N(C)c2ccc(Cl)cc2)cnn1-c1ccccc1
8%[76.3 µM] | ? | CC(C)Oc1cccc(C(=O)Nc2ncn[nH]2)c1
3%[76.3 µM] | 6% | O=C(Nc1cccc(C(=O)Nc2ccc(F)cc2F)c1)c1ccccc1

# New compounds follow
GAA glycogen mod | L3MBTL1 block | structure
9%[76.3 µM] | 3% | C=CCNC(=O)CN1CCN(Cc2ccc3c(c2)OCO3)CC1
10%[76.3 µM] | 0% | Cc1ccc(OC(C)C(=O)Nc2ccncc2)cc1 (stereo unspecified)
-6%[15.3 µM] | ? | Cc1ccccc1N1C(=O)C2C3CCC(O3)C2C1=O (stereo unspecified)
? | -17% | Cc1nc(Cl)cc(N/N=C/c2ccc(O)cc2O)n1
0%[76.3 µM] | -5%[2.29 µM] | CC(C)(C)NC(=O)CN(C(=O)CCC(=O)Nc1nccs1)c1cccc(C(F)(F)F)c1
2%[76.3 µM] | -3% | CCOC(=O)C1C(=O)C=C(C)C(C(=O)OCC)C1c1cccc([N+](=O)[O-])c1 (stereo unspecified)
13%[76.3 µM] | -3% | COc1ccc(/C=C(\NC(=O)c2ccccc2)C(=O)N2CCCCC2)cc1OC
0%[76.3 µM] | 1% | C#CCN1C(=O)C2(OCCO2)c2ccccc21
-2%[76.3 µM] | 9% | C=CCn1c(=O)c(C(=O)Nc2cc(C)ccn2)c(O)c2ccccc21
1%[76.3 µM] | -13% | CCOc1ccc(C2C3=C(CC(C)(C)CC3=O)N(CC(=O)O)C3=C2C(=O)CC(C)(C)C3)cc1OCC
-13%[76.3 µM] | -11%[2.29 µM] | COc1cccc(NC(=O)C2COc3ccccc3O2)c1 (stereo unspecified)
4%[76.3 µM] | 0% | O=C(O)c1ccc(NS(=O)(=O)c2ccc(Cl)c(C(=O)Nc3ccccc3[N+](=O)[O-])c2)cc1
16%[76.3 µM] | -2%[2.29 µM] | COc1ccc(C)cc1NC(=O)c1cccc(C(=O)Nc2cc(C)ccc2OC)c1
3%[76.3 µM] | -9% | Fc1cccc(NC(=S)N2CCN(c3ccccn3)CC2)c1
-1%[76.3 µM] | -4% | COc1ccc(Cn2c(C)nc3ccc([N+](=O)[O-])cc3c2=O)cc1
4%[76.3 µM] | -1% | c1ccc(NCc2ccncc2)cc1
1%[76.3 µM] | 1% | COc1ccc(F)c(CN2CCN(CCc3ccccc3)C(CCO)C2)c1 (stereo unspecified)
-17%[76.3 µM] | 6% | O=S1(=O)CCOC[C@H](CC2CCCCC2)N1Cc1ccccc1Br
-7%[76.3 µM] | -3% | CCOc1cc(C(=O)NC2CC(C)(C)NC(C)(C)C2)cc(OCC)c1OCC
18%[76.3 µM] | 0% | COc1ccc(-c2cc3c(=O)n(CC(=O)NCc4ccccc4OC)ncn3n2)cc1
18%[76.3 µM] | 1% | COc1ccc(-c2nnc(-c3ccccc3)o2)cc1OC
-2%[76.3 µM] | 0% | COC(=O)CNC(=O)CCC(=O)N1CCN(C(c2ccccc2)c2ccccc2)CC1
-1%[76.3 µM] | 2% | O=C(Nc1cccc(Cl)c1)N1CCCCCC1
0%[76.3 µM] | -5% | N#CC1=C(N)Oc2cc(N)ccc2C1c1ccc(Cl)cc1 (stereo unspecified)
-1%[76.3 µM] | -6% | COc1ccccc1/C=C/CN1CCSCC1
-12%[76.3 µM] | -1% | CC(=O)C1=C(O)C(=O)N(c2ccc(O)cc2)C1c1ccc(C)cc1 (stereo unspecified)
-1%[76.3 µM] | -1% | COc1ccccc1-n1c(CCC(=O)O)ccc1-c1ccccc1
8%[76.3 µM] | 22% | COc1ccccc1NC(=O)c1ccccc1Oc1ccccc1
? | 73%[activator] | CCCN1C(=S)c2ccccc2C1c1ccccc1 (stereo unspecified)
-1%[76.3 µM] | -3%[2.29 µM] | S=C(Nc1ccc(Oc2ccccc2)cc1)Nc1cccnc1
-3%[76.3 µM] | 0% | COc1ccccc1C(=O)NCCN1CCN(c2ccccc2)CC1
13%[76.3 µM] | 0% | Cc1ccc(NC(=O)CN2C(=O)S/C(=C\c3cc(Cl)c(OCC(=O)O)c(Cl)c3)C2=O)cc1
2%[76.3 µM] | 2% | CCCOc1ccccc1C(=O)N1CCNC(=O)C1CC(=O)OC(C)C (stereo unspecified)
14%[76.3 µM] | -8% | CC(C)C[C@@H](COc1ccccc1)N1CCN(CC(C)C)CCC1=O
-1%[76.3 µM] | -12% | CCCNC(=O)c1ccc(COc2cccc3ccccc23)o1
-11%[76.3 µM] | 0% | CC(=O)Nc1ccc(C(=O)NNC(=O)c2ccc(Cl)cc2Cl)cc1
-4%[76.3 µM] | 3% | Cc1ccc(C(=O)NC(C(=O)NC2CCCC2)c2ccccc2)cc1 (stereo unspecified)
16%&17%[76.3 µM] | 7% | CCN1C(=S)N[C@@H](c2cccs2)C(C(=O)OC)=C1C

# With a hit mark in L3MBTL1 block (from the list above):
GAA glycogen mod | L3MBTL1 block | structure
-1%[76.3 µM] | 35µM* | COc1ccc(-c2csc(N(CCCN(C)C)C(=O)c3ccccc3C)n2)cc1

# This is a subset; the hit share may differ from the screen's.
